ROCK2 blocker = ROCK2 (human) kinase inhibition | O75116 | purified ROCK2, Kinase-Glo ATP depletion luminescence | inhibition, % at 6 µM | 0.35% of 60,000 active | AID 604;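 active means inhibition above the screen-wide mean inhibition plus 3 SD, cut at about 18% in these data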;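 further: plate controls were DMSO wells for no effect and Y-27632 control wells after no-enzyme background subtraction for full effect; many of its hits are not listed in these tables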
MKP-1 inh = human dual specificity phosphatase 1 inhibition. 0.15% of 65,000 active. P28562. recombinant MKP-1, OMFP hydrolysis fluorescence. inhibition, %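 (compounds tested at a single concentration somewhere between 10 and 100 µM)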;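 active means inhibition above about 50%, limit read from the data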;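 further: 0% = DMSO max control wells and 100% = wells with enzyme stopped by NaOH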
PKA inh = blocks human protein kinase A activity | P17612 | PKA Kemptide phosphorylation, Kinase-Glo ATP luminescence | inhibition, % at 6 µM | 0.1% of 65,000 active | AID 524;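 active means inhibition above the screen-wide mean inhibition plus 3 SD, cut at about 21% in these data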; further: many of its hits are not listed in these tables
Cdc25B inh = inhibitors of human Cdc25B phosphatase | recombinant Cdc25B, OMFP fluorescence Ex485/Em525 | AID 368 | 0.1% of 65,000 active | inhibition, %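 (compounds tested at 10 µM final in the well)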 | P30305; in the data active means inhibition above about 50%
TNAP act DEA = human TNAP activation, intermediate phosphate acceptor | activation factor at 20 µM | P05186 | 64,000 tested, under 10 active | purified TNAP, CDP-star luminescence, 100 mM DEA, 30 min; hits give high values; scale: 0 levamisole-inhibited, 1 vehicle-only enzyme;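 active means activation factor of at least 2 at 20 µM, relative to controls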
Target sequence (P05186 whole entry, looked up): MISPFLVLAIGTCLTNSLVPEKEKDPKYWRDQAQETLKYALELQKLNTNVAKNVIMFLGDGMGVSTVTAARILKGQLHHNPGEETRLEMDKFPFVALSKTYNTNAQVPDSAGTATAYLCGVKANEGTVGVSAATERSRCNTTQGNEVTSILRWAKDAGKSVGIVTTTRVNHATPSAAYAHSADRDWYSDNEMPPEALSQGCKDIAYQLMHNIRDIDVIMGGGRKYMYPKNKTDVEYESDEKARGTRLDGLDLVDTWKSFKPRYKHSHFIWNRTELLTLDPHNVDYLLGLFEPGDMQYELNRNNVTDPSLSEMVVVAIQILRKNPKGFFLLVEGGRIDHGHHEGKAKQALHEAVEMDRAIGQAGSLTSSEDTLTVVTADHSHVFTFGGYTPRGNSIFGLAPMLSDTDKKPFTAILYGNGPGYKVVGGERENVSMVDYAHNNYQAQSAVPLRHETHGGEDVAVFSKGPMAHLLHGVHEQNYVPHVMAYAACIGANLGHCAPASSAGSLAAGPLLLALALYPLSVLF
HEK293 NFkB inh = inhibitors of the PMA/ionomycin-induced NF-kB reporter in HEK293 cells; HEK-293 NF-kB luciferase reporter, luminescence; inhibition, % at 3 µM; 0.21% of 62,000 active;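 active means inhibition above the mean of all tested compounds plus 3 SD, cut at about 40% in these data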;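 further: 0% = stimulated DMSO wells and 100% = 10 µM reference inhibitor 5653914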
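System: NF-kB luciferase reporter HEK-293 cells | Replication: Single test | Control set: DMSO vs reference inhibitor | Evaluation: % inhibition | Schedule: 1 h pretreatment, 16 h stimulation, 37 °C | Probe or stimulus: PMA with ionomycin | Compound dosing: One dose, 3 µM | Detection: Luciferase luminescence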
MMP-13 inhibitor = blocks human MMP13 activity; 0.07% of 65,000 active; MMP-13 fTHP FRET cleavage, Mca fluorescence; inhibition, % at 4 µM; P45452;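 active means inhibition above the mean of compound-free control plate wells plus 3 SD, cut at about 14% in these data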;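 further: 0% = DMSO wells and 100% = wells with reference MMP-13 inhibitor after basal subtraction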
JNK3 blocker = blocks human JNK3 kinase activity; inhibition, % at 8 µM; AID 746; P53779; 0.61% of 60,000 active; purified JNK3 kinase activity, HTS; in the data active means inhibition above about 17%;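 further: 0% = DMSO and 100% = reference inhibitor; many of its hits are not listed in these tables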
Target sequence (P53779 whole entry, looked up): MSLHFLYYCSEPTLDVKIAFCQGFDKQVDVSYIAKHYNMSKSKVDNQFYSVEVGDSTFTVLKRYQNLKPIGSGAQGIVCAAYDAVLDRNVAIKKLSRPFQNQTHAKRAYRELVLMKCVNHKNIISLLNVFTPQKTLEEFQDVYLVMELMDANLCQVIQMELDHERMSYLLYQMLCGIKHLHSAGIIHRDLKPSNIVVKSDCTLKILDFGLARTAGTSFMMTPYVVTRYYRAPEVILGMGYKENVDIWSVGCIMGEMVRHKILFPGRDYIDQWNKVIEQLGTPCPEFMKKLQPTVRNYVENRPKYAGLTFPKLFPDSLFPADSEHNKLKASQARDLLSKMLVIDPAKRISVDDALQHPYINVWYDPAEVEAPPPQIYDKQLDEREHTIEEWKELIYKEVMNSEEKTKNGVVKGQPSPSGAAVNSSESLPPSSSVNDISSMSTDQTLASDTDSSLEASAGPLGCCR
Jurkat tox 60K = cytotoxic compounds reducing Jurkat cell viability; inhibition, % at 4 µM; 1.2% of 56,000 active; Jurkat E6.1 viability, ATP luminescence, 48 h; AID 463;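 active means inhibition above the mean inhibition of all tested compounds plus 3 SD, cut at about 28% in these data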
* marks the source's active call; other numbers are inactive results; i = inactive; nt = not tested or not shown; [ ] = remark or other dose. Compounds were not picked by outcome. About 1.9% of those tested had a hit in this group.

SMILES	ROCK2 blocker	MKP-1 inh	PKA inh	Cdc25B inh	TNAP act DEA	HEK293 NFkB inh	MMP-13 inhibitor	JNK3 blocker	Jurkat tox 60K
CCC(=O)N1CCc2cc(S(=O)(=O)Nc3ccc4c(c3)OCCO4)ccc21	nt	-18	6	3	1	12	0	nt	nt
O=C1c2ccccc2C(=O)C12Cc1ccccc1N1CCN(c3ccccc3)CC12 (configuration not stated)	-9	24	-6	2	0.9	16	-6	1	-1
COc1ccc(S(=O)(=O)Cc2ccccc2)cc1N	-1	8	-1	-1	1	3	5	-4	-6
COCCNC(=O)c1c(N)sc2c1CCCC2	4	27	8	-15	1	3	-6	1	-5
CCOC(=O)c1cnc2c(-c3ccccc3)c(C)nn2c1N	nt	-1	9	-8	0.9	-6	1	nt	nt
CCN1CCN(Cc2cc(=O)oc3cc(C)cc(C)c23)CC1	-8	-19	-6	-7	0.9	11	0	-1	5
N#Cc1cnn(Cc2ccccc2)c1N	4	-14	10	1	0.9	22	-1	5	-4
O=C(CSc1ncnc2c1cnn2-c1ccccc1Cl)N1CCN(C(=O)c2ccco2)CC1	7	28	8	5	0.9	13	2	5	9
CN(C)C(=O)N1CCC(C(=O)NCc2ccc(F)cc2Cl)CC1	5	8	8	-9	1	14	0	-1	-6
O=C(Cn1ncc2c(=O)oc3ccccc3c21)N1CCN(c2ccccn2)CC1	4	2	5	-1	1	10	-11	2	2
NCCCSC1=NCCCN1	2	-26	0	-3	0.9	-4	0	0	-4
NCCCCCc1nnc(SCc2ccccc2Cl)o1	8	-14	7	-2	0.9	12	-2	-2	-1
COc1ccc(CCC(=O)N2CC(C)OC(C)C2)cc1 (configuration not stated)	8	1	7	-3	1	21	0	-4	-3
CSc1ccc(-c2cc(=O)c3ccccc3o2)cc1	7	-4	5	-2	0.9	-24	i[fluorescence artefact?]	4	-9
COc1ccc(-c2cn3ccsc3n2)cc1	-2	-10	2	-11	0.9	nt	-6	-11	nt
CC(=O)c1cc(F)c(N2CCCC2)cc1C	2	11	6	3	0.9	10	3	-4	0
C=CCSC1=C(C#N)C2(CCCCC2)C(C#N)C(=O)N1 (configuration not stated)	5	9	6	-11	0.9	13	4	8	3
CC(=O)c1c(COC(=O)c2cccnc2)nc2ccccc2[n+]1[O-]	1	-6	4	-12	0.9	-1	-7	1	-3
CS(=O)(=O)N(CC(=O)N1CCCCCC1)c1cccc(Br)c1	nt	8	7	-7	0.9	25	-1	nt	nt
CCOCCCNC(=O)C(C)NS(=O)(=O)c1ccc(C)cc1 (configuration not stated)	0	1	-3	1	0.9	2	-2	-5	0
CCOc1ccc(-n2c(SCC(=O)Nc3nccs3)nc3c(c2=O)SCC3)cc1	3	11	6	0	0.9	4	2	-1	1
Cc1cc(Cl)ccc1OCC(=O)OC(C)C(=O)NC(N)=O (configuration not stated)	2	-7	-2	4	1	7	-2	1	3
Cc1cc(SCC(=O)Nc2c(C)n(C)n(-c3ccccc3)c2=O)n2c(nc3ccccc32)c1C#N	-2	10	-5	3	nt	12	-2	5	-2
COCCn1c(=O)[nH]c2cc(C(=O)NCCCN3CCN(c4ccc(F)cc4)CC3)ccc2c1=O	nt	4	6	-11	0.9	22	-3	nt	nt
COc1ccc(-n2c(C)cc(C(=O)Cn3c(NCCO)nc4ccccc43)c2C)cc1	4	38	7	-7	0.9	7	0	-1	1
Cc1cccc(OCC2=N/C(=C\N(C)C)C(=O)O2)c1	6	15	4	-21	0.9	-4	1	-9	-8
COc1ncnc2c1oc1nc(C(C)C)c3c(c12)CC(C)(C)OC3	0	4	-3	2	1.1	18	-6	-12	1
CC(=O)Nc1nc(=S)n(-c2ccccc2)[nH]1	5	-3	7	-1	0.9	11	0	3	2
CS(=O)(=O)Nc1nnc(Cc2ccccc2)s1	1	5	7	-15	1	12	1	-8	2
Cc1cccc(Nc2nc(NC(C)C)nc(Oc3ccc(=O)n(C)n3)n2)c1	-7	31	-10	11	0.9	9	-10	0	9
O=C(Cn1cnc2c(nnn2Cc2ccccc2)c1=O)NCc1ccco1	3	-3	4	-1	1	6	-7	-5	-4
CCc1nnc(NC(=O)CCC(=O)O)s1	-4	-2	3	2	1	9	2	-5	-10
CCc1nnc(NC(=O)CSc2nnc(Cc3ccccc3)o2)s1	5	1	9	-2	0.9	-10	1	-1	6
O=C(CCC(=O)N(Cc1ccco1)C(C(=O)NC1CCCC1)c1ccncc1)Nc1cccnc1 (configuration not stated)	2	13	2	5	0.9	9	-6	4	-2
O=C(O)C1C2CCC(C2)C1C(=O)NCc1ccco1 (configuration not stated)	3	12	10	-32	0.9	10	4	-2	2
CCOc1cc(C)nc(Oc2ccc(=O)[nH]n2)n1	2	2	-4	5	0.9	9	-4	-4	2
CCOC(=O)c1sc(NC(=O)CSc2nnc(-c3ccco3)n2CC)c(C(=O)OCC)c1C	5	34	6	-10	0.7	-4	2	7	3
O=C(c1ccc2c(c1)OCCO2)N(c1ccccn1)C1CCCCC1	2	-5	5	-21	1	10	2	-5	6
CCOC(=O)c1ccc(NC(=O)c2cc3ccccc3o2)cc1	4	6	9	-9	0.9	-14	1	-6	8
COc1ccc(-c2noc(C3CCCN(S(=O)(=O)c4cccc(Cl)c4C)C3)n2)cc1OC (configuration not stated)	1	-3	13	-6	1	6	4	-2	10
CC(C)CNC(=O)C1CCN(c2ccc(S(=O)(=O)N3CCOCC3)cc2)CC1	3	-7	7	2	1	19	0	-1	0
COc1ccc(-c2nnc(SCC(=O)Nc3ccccc3OC)o2)cc1	-2	23	-2	-13	1	-3	-5	2	9
CC(=O)O[C@H]1C[C@@H]2CC[C@@H]3[C@H](CC[C@@]4(C)[C@H]3C[C@H]([N+]3(C)CCCCC3)[C@@H]4OC(C)=O)[C@@]2(C)C[C@@H]1[N+]1(C)CCCCC1	8	-15	0	-2	1	nt	0	5	nt
CSc1nc2sc3c(c2c2nnnn12)CCC3	8	-18	4	-4	1.2	nt	-20	-2	nt
CCOC(=O)C1=C(C)N(C)C(=O)NC1c1cc2c(cc1Br)OCO2 (configuration not stated)	6	-20	14	-13	0.9	22	-3	2	-8
CC(=O)N1CCN(c2ccc(NC(=O)c3ccc4c(c3)OCO4)cc2)CC1	4	-4	5	3	1	2	1	-7	-2
CNC(=O)CN(C1CCCCC1)S(=O)(=O)c1ccc(F)cc1	3	13	5	6	1	2	-2	-3	-1
CCc1nnc(NC(=O)CSc2nccn2-c2cccc(C)c2)s1	2	-2	9	-17	0.9	-3	-1	1	-1
CCCCOP(=O)(c1ccc(N(C)C)cc1)C(O)c1ccccc1F (configuration not stated)	4	-4	8	3	1	24	2	-4	-4
O=C(CSc1nc2ccccc2[nH]1)Nc1cc(C(F)(F)F)ccc1N1CCOCC1	4	6	4	-6	0.8	14	3	1	-2
Cc1cc(C)nc(SCc2nnc(SCc3ccccc3Cl)o2)n1	-13	1	-12	0	0.9	20	3	-7	19
COc1ccc(-c2nc3ccccc3s2)cc1O	-1	-5	4	-12	0.9	18	-15	3	-4
O=C(Nc1ccc(-c2nc3ccccc3o2)cc1)c1ccc2c(c1)OCO2	7	14	2	-1	0.9	3	-10	6	-2
CCOc1ccc(-c2noc(CCC(=O)NC)n2)cc1OCC	4	-5	7	0	0.9	-2	2	2	-1
CCOC(=O)C1=C(C)N(C2CCCCC2)C(=O)C1	2	-6	-3	-1	1	14	3	1	-4
O=C(CSC1=NCCS1)NCc1ccco1	nt	-11	4	-9	0.9	17	8	nt	nt
Cc1ccc2c(c1)N(CC(=O)Nc1ccc3c(c1)OCCO3)C(=O)CO2	-2	-13	4	1	0.9	10	-2	-1	9
COc1ccc2c(c1)-c1nc(NC(=O)c3cccs3)sc1CC2	7	6	8	-6	0.9	4	4	6	-3
COc1ccc(C(CNC(=O)CN2C(=O)NC3(CC(C)CC(C)(C)C3)C2=O)N2CCOCC2)cc1 (configuration not stated)	4	13	4	-5	0.9	7	0	3	-1
O=C(c1cc2n(n1)C(C(F)(F)F)CC(c1ccc(Cl)cc1)N2)N1CCCC1 (configuration not stated)	-2	9	-6	1	0.9	21	-8	4	3
More structures follow:
SMILES	ROCK2 blocker	MKP-1 inh	PKA inh	Cdc25B inh	TNAP act DEA	HEK293 NFkB inh	MMP-13 inhibitor	JNK3 blocker	Jurkat tox 60K
O=C(NCCC1=CCCCC1)C1CCN(S(=O)(=O)c2cccc3nsnc23)CC1	-2	-3	-4	-4	0.9	20	11	-2	1
Cc1cc(S(=O)(=O)NCC(C)C)ccc1OCC(=O)NCc1ccccn1	-2	2	1	9	1	1	1	-1	3
CCOC(=O)/C(C#N)=C(/C)c1ccc(OC)cc1	3	-2	10	-2	0.9	21	0	8	2
Cc1cc2nc(SCC(=O)Nc3nonc3C)c3c(c2cc1C)CCCC3	nt	-15	-4	-4	0.9	2	-2	nt	nt
CSc1ccccc1N=Cc1nc(-c2ccccc2)oc1O	2	2	-2	-24	0.9	-6	-18	9	0
c1ccc(-c2cnc(CSc3ncnc4sccc34)o2)cc1	7	16	9	-28	0.9	0	-18	4	2
COc1ccc(NC(=O)CN2CCN(CC(=O)Nc3ccccc3Cl)CC2)cc1Cl	4	18	5	-34	1	5	7	7	-4
Cc1noc(C)c1S(=O)(=O)NC1CCCc2ccccc21 (configuration not stated)	-1	13	1	-7	0.9	9	1	-3	5
Cc1ccc(-c2cc(C(F)F)nc(NCC3CCCO3)n2)cc1 (configuration not stated)	nt	-4	10	-14	0.8	10	-12	nt	nt
CCN1CCN(S(=O)(=O)c2ccc(Br)s2)CC1	5	5	6	-5	1	18	1	-9	-2
CCOC(=O)C1C(=O)CC(C)(O)C(C(=O)OCC)C1c1ccc(OCC)cc1 (configuration not stated)	8	-12	9	-10	0.9	2	-6	3	7
NC(=O)Cn1nnc(-c2ccc(C(F)(F)F)cc2)n1	7	10	7	-8	1	14	-2	-3	6
Cc1ccc2c(c1)c(C)c(C)n2CC(O)Cn1nnc2ccccc21 (configuration not stated)	nt	13	3	-4	0.9	9	2	nt	nt
O=C(Nc1ccccc1NC(=O)c1c(F)c(F)c(F)c(F)c1F)c1c(F)c(F)c(F)c(F)c1F	6	1	7	-12	1	14	0	-1	-3
CCOC(=O)C1CCCCN1Cc1ccccc1C(F)(F)F (configuration not stated)	-4	0	-6	-8	0.9	12	2	-4	5
O=C(COc1cc(Cl)c(Cl)cc1Cl)NCCN1CCOCC1	3	2	1	-16	0.9	20	2	-5	0
COC(=O)c1[nH]c(=O)c2ccccc2c1OCc1ccccc1	3	21	8	1	0.9	11	-5	3	-3
Oc1ccc(COCc2ccccc2)c2cccnc12	6	0	1	-3	0.9	7	2	-9	68*

Screens (PubChem)
